PTAP TSG101 blk: blocks PTAP/TSG101 interaction to inhibit HIV-1 budding | Q99816 | Fluorescence polarization, FITC-PTAP peptide / Tsg101 binding | AID 493005 | 340,000 tested, under 10 active | Potency, µM (series often up to 115 µM), without a hit: at the highest dose activity change, negative = inhibition, hits mostly inhibitors; active = well fitted inhibition curve with a large enough effect in the main read-out, with a control signal flat, not every such curve was filed as active; inconclusive = small, poorly fitted or top-dose-only effect, or effect the other way, or a change in a side signal; inactive = no such curve, though single readings can be large or run the other way; also: potency is read from the fitted curve at half-maximal effect; % of control where 0% means no effect
Target sequence (Q99816 whole entry, looked up): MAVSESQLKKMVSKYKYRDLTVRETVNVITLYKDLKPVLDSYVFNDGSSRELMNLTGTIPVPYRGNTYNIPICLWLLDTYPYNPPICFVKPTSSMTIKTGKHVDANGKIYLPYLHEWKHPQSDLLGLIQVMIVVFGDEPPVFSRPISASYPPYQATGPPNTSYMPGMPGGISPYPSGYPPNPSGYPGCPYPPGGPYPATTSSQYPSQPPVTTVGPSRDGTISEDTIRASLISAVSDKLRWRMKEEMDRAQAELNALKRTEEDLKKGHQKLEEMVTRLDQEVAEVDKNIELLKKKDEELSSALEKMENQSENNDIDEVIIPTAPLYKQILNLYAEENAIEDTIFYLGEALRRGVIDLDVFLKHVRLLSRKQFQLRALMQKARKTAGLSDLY
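Fluorescence polarization binding of Tsg101 binding domain (10 uM final) to FITC-labeled PTAP peptide (50 nM final) in HEPES pH 7.5 buffer with NaCl, Tween 20, EDTA, TCEP. Compounds added before peptide; binding 20 min at RT.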
Eya2 inh: Eya2 (human) phosphatase inhibition; recombinant Eya2, OMFP fluorescence dephosphorylation (OMFP is methylfluorescein phosphate); Potency, µM (highest dose often 76.9 µM), for the others: at the highest dose activity, negative = inhibition, hits mostly inhibitors; 330,000 tested, 0.006% active; also: potency is read from the fitted curve at half-maximal effect; % is scaled to controls: 0 for no effect and ±100 for the full control effect
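Eya2 (0.2 uM) preincubated 10 min at ambient with compound, then OMFP substrate added at 50 uM; 10 min reaction in 50 mM HEPES pH 7.5, 50 mM NaCl, 5 uM MgCl2, 0.05% BSA, 1 mM DTT. Fluorescence read at Ex 485/Em 525 nm.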
BRCA1 expr up: activators of BRCA1 expression. MCF7-BRCA1-FFLuc reporter, luminescence, 48 h; response scale: scaled: vehicle 0%, 10 µM genistein 100%. Potency, µM (highest dose often 46.1 µM), without a hit: top-dose activation, hits mostly activators. 380,000 tested, 1.1% active; also: potency is read from the fitted curve at half-maximal effect; nearly all actives have a fitted effect of over 80% in size; some results filed as inactive show a strong effect at the top dose
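MCF7 cells carrying a BRCA1-firefly luciferase reporter (2000 cells/well, phenol-red free MEM) were attached for 2 h at 37 °C, then given compounds for 48 h. Luminescence was read 15 min after luciferase reagent; activity normalized to genistein (10 microM) and DMSO.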
S-ASM inh: blocks human secretory acid sphingomyelinase; placental ASM, HMU-PC fluorogenic substrate, 60 min; Potency, µM (doses to about 57.5 µM), for inactives: top-dose activity change, negative = inhibition, actives largely listed as inhibitors; 340,000 tested, 0.006% active; AID 504937; also: potency is read from the fitted curve at half-maximal effect
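Human placenta-derived ASM enzyme was preincubated with compound for 10 minutes at room temperature, then given fluorogenic substrate HMU-PC0 (9 uM final) for 60 minutes at 37 °C; a pH 10 stop preceded fluorescence reading at Ex 386/Em 447 nm.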
uPA surface inh: blocks generation of uPA at the cell surface; cell surface uPA generation assay, qHTS; Potency, µM (highest dose often 38.3 µM), inactives show at the top dose activity change, negative = inhibition, hits mostly inhibitors; 330,000 tested, 0.31% active; AID 540303; active = well fitted inhibition curve with a large enough effect; inconclusive = small, poorly fitted or top-dose-only effect; inactive = no such curve, though single readings can be large or run the other way; tested in mouse RAW 264.7 cells; also: potency is read from the fitted curve at half-maximal effect; % is scaled to controls: 0 for no effect and ±100 for the full control effect; nearly all actives have a fitted effect of over 55% in size
ELG1 genotoxic: induces genotoxicity in HEK293T cells with luciferase-tagged ELG1; Potency, µM (top dose mostly 46 µM), for inactives: at the highest dose activity change, positive = activation, most hits filed as activators; 330,000 tested, 1.3% active; HEK293T ELG1-luciferase reporter, luminescence, 16 h; also: potency is read from the fitted curve at half-maximal effect; % of control where 0% means no effect; nearly all actives have a fitted effect of over 60% in size
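Cells (2,000/well) expressing the ELG1-luciferase fusion are dosed by pin tool and kept 16 hr at 37 °C, 5% CO2. Signal comes from ONE-Glo luciferase reagent after 30 min at room temperature.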
TRPV1 ag: activates the human vanilloid receptor TRPV1; activation, % at 8.33 µM; Q8NER1; 320,000 tested, 0.19% active; TRPV1-expressing cells, Fluo-8 calcium influx, agonist mode; in the data active = activation above about 80%; inconclusive = between about 30% and that limit; also: 0% is about no effect
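Fluo-8 calcium influx in TRPV1-expressing cells, kinetic read (ex 480/em 520 nm). Compound added and read 3 min for agonist activity, followed by capsaicin at EC20 final and 2 min further read for enhancement.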
B2AR arrestin: recruits beta-arrestin to the human beta2-adrenergic receptor; P07550; beta-arrestin recruitment to beta2AR, cell-based reporter; Potency, µM (doses to about 46.1 µM), for the others: at the highest dose activation, usual class: activators; 330,000 tested, 0.02% active; AID 492947;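 also: potency is read from the fitted curve at half-maximal effect; 0% = DMSO controls and full agonism = EC100 isoproterenol or metaproterenol; nearly all actives have a fitted effect of over 65% in size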
a7 integrin act: integrin-mediated muscular dystrophy alleviation activation. alpha7betagal myoblasts, beta-gal FDG fluorescence, 48 h. Potency, µM (titrated, usually from 38.3 µM), for inactives: at the top dose activation, most hits filed as activators. 350,000 tested, 0.064% active;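 also: potency is read from the fitted curve at half-maximal effect; 100% = response of the positive control SU9516; nearly all actives have a fitted effect of over 60% in size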
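alpha7betagal+/- myoblasts (passage 13, 250/well) treated 48 h at 37C with compounds at 1:260 dilution of DMSO stock. Lysed, then beta-galactosidase activity read as FDG fluorescence (ex 480/em 540) after 30 min, with pre-read for autofluorescence.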
USP2a block: inhibitors of human ubiquitin-specific protease USP2a; Potency, µM (titrated, usually from 38.3 µM), for inactives: at the top dose activity change, negative = inhibition, most hits filed as inhibitors; USP2 core, Ub-CHOP2 coupled fluorogenic reporter, 485/531; O75604; AID 463254; 330,000 tested, 0.01% active;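 also: potency is read from the fitted curve at half-maximal effect; plate controls were DMSO wells for no effect and full inhibition by NEM control for full effect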
Target sequence (O75604 whole entry, looked up): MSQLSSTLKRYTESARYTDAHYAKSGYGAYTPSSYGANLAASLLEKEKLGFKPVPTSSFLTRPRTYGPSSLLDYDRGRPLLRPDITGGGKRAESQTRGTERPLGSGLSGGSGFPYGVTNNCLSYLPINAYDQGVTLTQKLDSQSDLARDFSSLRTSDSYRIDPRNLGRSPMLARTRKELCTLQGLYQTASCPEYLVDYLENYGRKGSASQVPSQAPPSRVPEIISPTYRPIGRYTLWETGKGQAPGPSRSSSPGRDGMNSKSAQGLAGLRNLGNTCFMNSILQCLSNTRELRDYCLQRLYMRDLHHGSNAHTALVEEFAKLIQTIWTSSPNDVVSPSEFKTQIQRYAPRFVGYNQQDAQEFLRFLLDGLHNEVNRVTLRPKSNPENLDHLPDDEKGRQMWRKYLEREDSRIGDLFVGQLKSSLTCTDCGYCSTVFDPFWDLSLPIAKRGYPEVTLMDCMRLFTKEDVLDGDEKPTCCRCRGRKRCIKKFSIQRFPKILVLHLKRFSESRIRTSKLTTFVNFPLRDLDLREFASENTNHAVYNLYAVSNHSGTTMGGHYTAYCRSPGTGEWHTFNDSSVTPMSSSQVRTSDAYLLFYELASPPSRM
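Deubiquitinase activity read as fluorescence (485/531 nm) after Ub-CHOP2 cleavage activates the enterokinase reporter on its substrate; USP2 core 10nM, Ub-CHOP2 and substrate 25nM each, 30min compound preincubation then 60min RT; data normalized to NEM, curves fitted.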
p53 reactivation: mutant p53 re-activation in reporter cells | Potency, µM (highest dose often 92.2 µM), inactives show top-dose activity change, positive = activation, hits mostly activators | H1299 p53-A138V BP100-luciferase reporter, luminescence, 24 h | 320,000 tested, 0.063% active; also: potency is read from the fitted curve at half-maximal effect; % of control where 0% means no effect; nearly all actives have a fitted effect of over 45% in size
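H1299 (p53-null), stable ts p53-A138V + BP100-Luc; 1000 cells/well, Opti-MEM/10% FBS; cpd 4 pt, 1:5; 24 h, 37 deg C, 5% CO2; detection reagent 10 min RT; luminescence.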
An asterisk follows results filed as active; ? = inconclusive; . = not tested or not shown; & = joins results of further samples; [ ] = dose if it differs, or a comment. Unless noted, calls follow the shape of the dose curve; as a rule, active = well fitted curve in the direction sought with a large enough effect; inconclusive = small, poorly fitted or top-dose-only effect, or another doubt; inactive = no such curve, though single readings can be large; an effect the other way counts as inactive or inconclusive.

1	Cc1cc(C)c(OCC(=O)Nc2nnc(-c3ccco3)o2)c(C)c1
2	COC(=O)[C@@]12CCCCN1[C@H](c1ccc(-c3ccc(F)cc3)cc1)[C@H]1C(=O)N(C)C(=O)[C@H]12
3	Cc1ccccc1NC(=O)c1c(C)[nH]c(=S)c(C#N)c1-c1ccc(Cl)cc1
4	CSc1ccc(CN(C)CC(=O)Nc2ccc(C)cc2Br)cc1
5	CCOc1ccc(S(=O)(=O)N2CCC(C(=O)Nc3cccc(NC(C)=O)c3)CC2)cc1
6	CN(C)S(=O)(=O)c1cc(NC(=O)C2=COCCO2)ccc1Cl

Assay by compound,1,2,3,4,5,6
PTAP TSG101 blk,-4%,-2%,-9%,-2%,-2%,-4%
Eya2 inh,6%,4%,?,-8%,-1%,12%
BRCA1 expr up,19%,0%,-1%,-16%,-11%,8%
S-ASM inh,6%,?,-3%,0%,-1%,-1%
uPA surface inh,0%,-6%,0%,0%,4%,?
ELG1 genotoxic,-9%,-3%,-1%,8%,-4%,3%
TRPV1 ag,1,.,0,27,1,10
B2AR arrestin,-0.3%,0.1%,4.5%,0.4%,-0.1%,-0.1%
a7 integrin act,4%,15%,-13%,28%,38%,-6%
USP2a block,2%,7%,0%,1%,0%,-2%
p53 reactivation,-3%,5%,0%,3%,-2%,-2%

7	CN(CC(=O)Nc1ccccc1Cl)C(=O)COC(=O)CCN1C(=O)C2CC=CCC2C1=O (centres undefined)
8	Nc1nc(SCC(=O)Nc2cc(Cl)ccc2Cl)n[nH]1
9	CCCCn1c(-c2csc(CC)c2)n[nH]c1=S
10	O=C(NC1CC1)c1cc(-c2ccco2)nc2ccccc12
11	CCCC1=C(C(=O)OCC)C(c2ccco2)C(C#N)=C(N)O1 (centres undefined)
12	CCOC(=O)C1CCN(C=Nc2cc(C)on2)CC1

Assay by compound,7,8,9,10,11,12
PTAP TSG101 blk,-2%,1%,-1%,-8%,-6%,-1%
Eya2 inh,0%,-7%,-2%,17%,0%,-14%
BRCA1 expr up,-20%,2%,-16%,2%,0%,-9%
S-ASM inh,0%,0%,0%,370%[activator],-2%,1%
uPA surface inh,0%,2%,8%,-2%,-7%,0%
ELG1 genotoxic,2%,-2%,-3%,0%,2%,2%
TRPV1 ag,-4,.,7,-7,10,1
B2AR arrestin,-0.9%,-0.3%,-0.4%,-1.1%,4.1%,-0.2%
a7 integrin act,20%,29%,-7%,1%,9%,18%
USP2a block,0%,-2%,2%,7%,-5%,1%
p53 reactivation,6%,-4%,-11%,-1%,5%,0%

13	O=C(COc1ccc(S(=O)(=O)N2CCCC2)cc1)NCc1ccco1
14	Cc1ccccc1C(=O)Nc1ccccc1C(=O)NCC(C)C
15	O=S(=O)(NCC(Nc1ccccc1)c1ccccc1)c1ccc(Cl)cc1 (centres undefined)
16	Cc1ccc(-c2cc(C(=O)N(C)CC(=O)Nc3ccccc3Br)c3ccccc3n2)o1
17	C=C1CC2C=C(NC(C)=O)CC(C1)C2 (centres undefined)
18	Cc1ccc(OCCCC(=O)NCc2ccco2)cc1

Assay by compound,13,14,15,16,17,18
PTAP TSG101 blk,-8%,-1%,0%,1%,-5%,-5%
Eya2 inh,-16%,-2%,-10%,5%,8%,5%
BRCA1 expr up,-8%,10%,-73%,3%,1%,-7%
S-ASM inh,4%,0%,-18%,.,-1%,1%
uPA surface inh,0%,-7%,-2%,?,.,.
ELG1 genotoxic,0%,-6%,-7%,-4%,-2%,1%
TRPV1 ag,-1,?,2,29,0,11
B2AR arrestin,-0.2%,-0.2%,-0.4%,-0.3%,-0.4%,-0.2%
a7 integrin act,-18%,-12%,-18%,-1%,19%,1%
USP2a block,-1%,0%,-3%,-1%,-1%,1%
p53 reactivation,2%,8%,9%,-3%,3%,5%

Part of the list above in order of SMILES length, highest first.
5	CCOc1ccc(S(=O)(=O)N2CCC(C(=O)Nc3cccc(NC(C)=O)c3)CC2)cc1
16	Cc1ccc(-c2cc(C(=O)N(C)CC(=O)Nc3ccccc3Br)c3ccccc3n2)o1
15	O=S(=O)(NCC(Nc1ccccc1)c1ccccc1)c1ccc(Cl)cc1 (centres undefined)
13	O=C(COc1ccc(S(=O)(=O)N2CCCC2)cc1)NCc1ccco1
6	CN(C)S(=O)(=O)c1cc(NC(=O)C2=COCCO2)ccc1Cl
11	CCCC1=C(C(=O)OCC)C(c2ccco2)C(C#N)=C(N)O1 (centres undefined)
4	CSc1ccc(CN(C)CC(=O)Nc2ccc(C)cc2Br)cc1
8	Nc1nc(SCC(=O)Nc2cc(Cl)ccc2Cl)n[nH]1

Assay by compound,5,16,15,13,6,11,4,8
PTAP TSG101 blk,-2%,1%,0%,-8%,-4%,-6%,-2%,1%
Eya2 inh,-1%,5%,-10%,-16%,12%,0%,-8%,-7%
BRCA1 expr up,-11%,3%,-73%,-8%,8%,0%,-16%,2%
S-ASM inh,-1%,.,-18%,4%,-1%,-2%,0%,0%
uPA surface inh,4%,?,-2%,0%,?,-7%,0%,2%
ELG1 genotoxic,-4%,-4%,-7%,0%,3%,2%,8%,-2%
TRPV1 ag,1,29,2,-1,10,10,27,.
B2AR arrestin,-0.1%,-0.3%,-0.4%,-0.2%,-0.1%,4.1%,0.4%,-0.3%
a7 integrin act,38%,-1%,-18%,-18%,-6%,9%,28%,29%
USP2a block,0%,-1%,-3%,-1%,-2%,-5%,1%,-2%
p53 reactivation,-2%,-3%,9%,2%,-2%,5%,3%,-4%

12	CCOC(=O)C1CCN(C=Nc2cc(C)on2)CC1
9	CCCCn1c(-c2csc(CC)c2)n[nH]c1=S
18	Cc1ccc(OCCCC(=O)NCc2ccco2)cc1
17	C=C1CC2C=C(NC(C)=O)CC(C1)C2 (centres undefined)

Assay by compound,12,9,18,17
PTAP TSG101 blk,-1%,-1%,-5%,-5%
Eya2 inh,-14%,-2%,5%,8%
BRCA1 expr up,-9%,-16%,-7%,1%
S-ASM inh,1%,0%,1%,-1%
uPA surface inh,0%,8%,.,.
ELG1 genotoxic,2%,-3%,1%,-2%
TRPV1 ag,1,7,11,0
B2AR arrestin,-0.2%,-0.4%,-0.2%,-0.4%
a7 integrin act,18%,-7%,1%,19%
USP2a block,1%,2%,1%,-1%
p53 reactivation,0%,-11%,5%,3%

Remaining list, next part
19	CCc1ccccc1NC(=O)CNC(=O)c1cn(Cc2ccccc2)nc1-c1cccnc1
20	O=C(CSc1nc2ccccc2c(=O)n1Cc1ccco1)Nc1cccc(O)c1
21	COc1ccc(NC(=O)CCNS(=O)(=O)c2cccc3nsnc23)cc1OC
22	c1ccc2c(c1)ncn2-c1ccc(-c2ccnc3ncnn23)cc1

Assay by compound,19,20,21,22
PTAP TSG101 blk,-1%,1%,-2%,-1%
Eya2 inh,0%,8%,-6%,-22%
BRCA1 expr up,7%,32%,0%&-7%,1%
S-ASM inh,2%,-1%[11.5 µM],5%,8%
uPA surface inh,-2%,2%,-14%,8%
ELG1 genotoxic,0%,-3%,-1%,0%
TRPV1 ag,0,?,3,-4
B2AR arrestin,0.3%,-0.7%,-0.5%,0.0%
a7 integrin act,12%,-21%,-16%,10%
USP2a block,-1%,-3%,4%,0%
p53 reactivation,7%,4%,-2%,-6%
